Compound activity deposited in PubChem by several laboratories.
rCAG RNA binder: binds r(CAG) RNA repeats. r(CAG) RNA repeat, TO-PRO-1 dye displacement fluorescence. inhibition, % at 3 µM. hit rate 1.3% among 370,000. AID 651821;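 active means inhibition above the plate cutoff, the mean of all test compounds on that plate plus 3 SD, cut at about 35% in these data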;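 further: 0% = DMSO alone and 100% = 100 µM mitoxantrone as full dye displacement; higher means more dye released from RNA so lower well fluorescence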
UHRF1 MBD2 ctr: UHRF1 methyl-DNA binding inhibition. Q96T88. UHRF1 binding to methylated oligo, TR-FRET. inhibition, % at 4.4 µM. hit rate 0.75% among 370,000; in the data active means inhibition above about 21%;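 further: UHRF1 SRA domain binding a hemimethylated CpG hairpin DNA probe; 0% = median of test compound wells and 100% = reference inhibitor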
MBD2 inh: inhibitors of human MBD2 binding to methylated oligonucleotide | Q9UBB5 | TR-FRET | inhibition, % at 4.4 µM | hit rate 0.31% among 370,000; in the data active means inhibition above about 13%
Target sequence (Q9UBB5 whole entry, looked up): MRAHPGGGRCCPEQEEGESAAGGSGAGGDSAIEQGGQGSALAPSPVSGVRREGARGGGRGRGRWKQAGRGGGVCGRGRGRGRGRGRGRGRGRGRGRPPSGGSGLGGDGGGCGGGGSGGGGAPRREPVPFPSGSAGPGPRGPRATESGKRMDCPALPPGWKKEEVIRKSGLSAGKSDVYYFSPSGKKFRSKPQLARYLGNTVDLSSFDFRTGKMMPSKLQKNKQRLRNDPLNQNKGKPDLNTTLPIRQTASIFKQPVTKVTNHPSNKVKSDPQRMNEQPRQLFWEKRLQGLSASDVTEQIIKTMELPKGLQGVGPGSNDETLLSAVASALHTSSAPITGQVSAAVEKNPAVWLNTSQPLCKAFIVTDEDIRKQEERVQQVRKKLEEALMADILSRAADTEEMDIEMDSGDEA
PRMT1 FP inh: blocks human protein arginine methyltransferase 1; Q99873; recombinant PRMT1, activity-based probe fluorescence polarization; inhibition, % at 2.79 µM; hit rate 1.3% among 370,000;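 active means inhibition above about 21% made by adding two undisclosed values, limit read from the data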
PG9 binder: binds the HIV-1 gp120 antibody PG9 | AID 624416 | hit rate 0.43% among 360,000 | TR-FRET gp120-PG9 antibody binding | inhibition, % at 6.7 µM; in the data active means inhibition above about 8.5%
mABHD4 FP: inhibits mouse alpha/beta hydrolase domain 4; Q8VD66; purified mABHD4, FP-Rh probe fluorescence polarization; inhibition, % at 8.92 µM; hit rate 0.54% among 370,000; AID 720543;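 active means inhibition exceeding the mean over every tested compound plus 3 SD, cut at about 30% in these data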;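 further: 0% = plate median of compound wells and 100% = S159A mutant with DMSO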
Target sequence (Q8VD66 whole entry, looked up, the tested form may be a part): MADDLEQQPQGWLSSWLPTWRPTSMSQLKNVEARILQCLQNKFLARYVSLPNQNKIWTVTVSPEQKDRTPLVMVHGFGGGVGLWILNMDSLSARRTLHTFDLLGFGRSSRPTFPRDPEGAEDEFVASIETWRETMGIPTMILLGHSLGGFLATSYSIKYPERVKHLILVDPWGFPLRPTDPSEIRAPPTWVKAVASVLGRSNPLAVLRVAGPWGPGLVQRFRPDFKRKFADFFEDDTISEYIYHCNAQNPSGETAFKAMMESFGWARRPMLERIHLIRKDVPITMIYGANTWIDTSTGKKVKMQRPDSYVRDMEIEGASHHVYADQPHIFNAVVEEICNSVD
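Assay system: mABHD4 protein; medium: HEPES pH 7.0, NaCl, Pluronic buffer; dosing: 8.92 µM, single dose; schedule: 45 min + 60 min at 25 °C; signal: FP readout, ex 525 nm / em 598 nm; read-out: normalized percent inhibition of probe labeling; repeats: single replicate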
HTRA1 inh: HTRA1 (human) protease inhibition. hit rate 0.5% among 340,000. recombinant HTRA1, FP-rhodamine activity-based probe, fluorescence polarization. Q92743. inhibition, % at 5.96 µM. AID 504803; in the data active means inhibition above about 36%;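 further: 0% = enzyme with DMSO and 100% = wells lacking enzyme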
NR1D1 modulator: Rev-erb alpha (human) modulation. Rev-erbα–FITC-DNA binding, fluorescence polarization, 90 min. activity, % at 10 µM. hit rate 0.79% among 370,000;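 active means activity above about 14%, limit read from the data; passing the limit was not always enough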;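 further: 0% = DMSO wells with 35 nM protein and 100% = DMSO wells with 750 nM protein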
TCR CD3 inh: blocks the human TCR-CD3 interaction; TAMRA-labeled TCR probe fluorescence, biochemical; inhibition, % at 9.4 µM; hit rate 0.37% among 360,000; in the data active means inhibition above about 19%;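 further: recombinant mutant TCR 2C K166C tagged with TAMRA read by polarization; 0% = receptor in buffer alone and 100% = receptor with positive control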
LEDGF integ inh: blocks HIV-1 LEDGF/p75-dependent DNA integration; TR-FRET IN-LEDGF/p75 DNA integration, Eu/Cy5; hit rate 0.64% among 370,000; inhibition, % at 3.7 µM;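 active means inhibition above the screen-wide mean plus 3 SD, cut at about 13% in these data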;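 further: signal is the Cy5 over europium emission ratio at 671 and 618 nm; 0% = plate median of compound wells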
Starred values were filed as active, the others as inactive; x = no result given.

mol,rCAG RNA binder,UHRF1 MBD2 ctr,MBD2 inh,PRMT1 FP inh,PG9 binder,mABHD4 FP,HTRA1 inh,NR1D1 modulator,TCR CD3 inh,LEDGF integ inh
O=S(=O)(NCC1CCCO1)c1cccc(C(F)(F)F)c1 (stereo unspecified),-6.8,1.3,2.7,3.3,-1.2,3.7,-0.2,3.1,-8.2,-2.3
CCCc1cc(=O)[nH]c(SCC(=O)Nc2ccc(C(=O)Nc3ccccc3OC)cc2)n1,31.1,-0.1,-2.7,-0.1,0.1,-3.1,-25.4,4.1,4.8,1.3
Cc1cc2[nH]c3ccccc3c2cn1,2.0,-1.0,-3.5,-2.6,-1.1,4.7,0.6,-2.4,1.7,7.2
CCCC(=O)N1CCc2cc(OC)c(OC)cc2C1COc1ccccc1OC (stereo unspecified),2.2,7.5,-1.3,5.6,-1.0,-3.4,2.4,7.6,-6.1,-6.0
Cc1cc(C)n(C(=O)c2cccc(S(=O)(=O)N3CCCC3)c2)n1,-1.8,12.6,4.6,-0.7,-1.7,-0.2,3.1,-0.1,6.6,0.5
CN(C)c1ccc(/C=N/N2C(=O)c3ccccc3C2=O)cc1,-0.4,-2.6,1.8,-2.1,0.4,-4.3,5.3,6.7,6.5,4.9
Cc1cc2[nH]c(=O)c(=O)[nH]c2cc1S(=O)(=O)N1CCN(c2cccc(C(F)(F)F)c2)CC1,16.0,1.1,0.6,-2.3,-1.1,-15.4,-18.4,0.9,-7.0,-3.0
CC(C)Cc1nnc(NC(=O)C2=COCCO2)s1,-0.2,-1.6,-5.2,1.9,2.5,5.6,5.7,9.2,-4.3,-2.5
O=C(Cn1ncc2c1-c1ccccc1OC2)Nc1ccc(S(=O)(=O)N2CCCCC2)cc1,9.2,-1.6,3.0,-4.5,0.2,-17.0,-34.8,3.9,7.7,4.7
OCC(CO)(CO)N=Cc1c(O)ccc2ccccc12,7.4,-5.8,-3.1,8.9,-0.4,16.9,0.1,-1.5,-3.6,-0.1
CC1CCN(c2cc(N3CCOCC3)c(F)cc2[N+](=O)[O-])CC1,-0.8,-1.4,0.4,1.1,1.9,16.2,-12.6,-0.7,-0.6,-3.3
O=C(CCN1CCCC1=O)NC1CCCc2c1cnn2-c1ccc(F)cc1F (stereo unspecified),-1.5,0.8,-2.7,1.2,-0.5,3.1,4.1,-0.9,6.2,0.4
CN(C)CCOC(=O)c1ccc(COc2ccccc2Br)o1,-3.9,0.0,0.5,-2.1,-4.3,1.4,-1.8,-1.2,0.3,-5.0
CCC(=O)Nc1cc(-c2nn(C)c(=O)c3ccccc23)ccc1N1CCOCC1,-6.2,1.2,3.2,1.2,0.5,-1.2,-1.2,2.7,2.3,-0.2
O=C(Nc1cc(C(F)(F)F)ccc1N1CCOCC1)c1cccc(S(=O)(=O)N2CCOCC2)c1,2.0,7.5,6.8,2.4,0.9,4.0,-0.7,-4.1,-12.3,1.4
O=C(NC(=S)NNC(=O)[C@H]1C[C@@H]1c1ccccc1)c1cccc(F)c1,1.3,-1.3,-6.7,3.8,0.0,-1.5,4.8,-2.1,-0.3,0.6
COc1ccccc1-c1nc(SCC(=O)Nc2ccccc2F)n[nH]1,-0.8,-1.5,-0.9,-1.7,-2.4,4.5,-6.6,3.7,8.2,-3.9
Cc1cc(OCC(=O)OCC(=O)NCc2cccs2)ccc1Cl,3.4,0.4,4.2,-0.9,-1.2,-1.3,-5.9,-2.3,3.4,-4.4
NC(=O)C1(N2CCCCC2)CCN(S(=O)(=O)c2ccc(Cl)s2)CC1,-3.0,8.8,6.7,3.5,-0.4,-8.2,-1.6,1.6,-4.7,-2.9
COc1cccc(NC(=O)COC(=O)c2ccc(S(=O)(=O)NCc3ccco3)cc2)c1,11.1,2.6,-6.1,7.0,-1.8,-4.8,5.8,-1.1,8.2,-3.1
CN1C[C@@H]2[C@@H]3C(=O)N(Cc4ccccc4)C(=O)[C@@H]3[C@](C)(C1=O)N2C(=O)c1ccccc1,-2.5,-2.4,0.5,1.3,-1.4,-1.9,-5.6,-2.2,0.7,-1.9
c1ccc2c(C3OCC4(CCCC4)CO3)cccc2c1,1.4,1.4,-1.5,3.3,1.0,7.7,-15.2,1.6,-1.9,-1.2
Cc1ccc(C)c(NC(=O)COC(=O)CCc2ccc(S(=O)(=O)N3CCOCC3)cc2)c1,-3.4,0.8,0.8,0.6,-1.4,-0.2,4.8,0.3,-3.9,-9.0
COc1ccc(-n2c(Cc3cccn3C)nnc2SCC(=O)Nc2cc(Cl)ccc2OC)cc1,8.3,-0.5,-1.4,0.3,1.1,-9.4,-21.1,-2.0,-3.6,0.1
CCOc1ccc(NC(=O)COC(=O)C23CC4CC(CC(C4)C2)C3)c([N+](=O)[O-])c1,0.0,5.0,4.1,1.3,-1.1,3.2,-3.6,-2.2,-0.1,-5.9
CCc1ccc(C(=O)N2CCN(S(=O)(=O)c3sc(C(=O)O)c(C)c3C(=O)O)CC2)cc1,0.8,-1.4,1.7,-1.3,1.1,2.3,4.2,-3.1,1.5,7.0
COc1ccccc1CNC(=O)CCCn1nc(C)c2c(C)n(-c3ccccc3)nc2c1=O,-4.4,-1.9,-1.0,-1.2,-1.8,-5.3,5.3,-0.6,-2.1,1.8
O=C(NC1CCCCCC1)c1ccccc1-c1ccccc1,-8.7,4.0,1.4,-0.8,-0.1,2.6,-7.4,-0.6,0.7,-2.8
O=C(O)C=C1CCN(c2ncc(C(F)(F)F)cc2Cl)CC1,0.4,-3.7,3.3,0.0,-1.2,2.9,6.8,0.2,4.3,0.9
Cc1n[nH]c(=S)n1/N=C/c1ccc(-c2ccc(Cl)cc2)o1,4.1,-1.4,6.3,-2.9,1.1,0.2,x,2.0,6.7,-4.5

Part of the list above, reformatted:
Below each compound: rCAG RNA binder, UHRF1 MBD2 ctr, MBD2 inh, PRMT1 FP inh, PG9 binder, mABHD4 FP, HTRA1 inh, NR1D1 modulator, TCR CD3 inh, LEDGF integ inh
- CCC(=O)Nc1cc(-c2nn(C)c(=O)c3ccccc23)ccc1N1CCOCC1
    -6.2, 1.2, 3.2, 1.2, 0.5, -1.2, -1.2, 2.7, 2.3, -0.2
- O=C(Nc1cc(C(F)(F)F)ccc1N1CCOCC1)c1cccc(S(=O)(=O)N2CCOCC2)c1
    2.0, 7.5, 6.8, 2.4, 0.9, 4.0, -0.7, -4.1, -12.3, 1.4

Next section.
mol,rCAG RNA binder,UHRF1 MBD2 ctr,MBD2 inh,PRMT1 FP inh,PG9 binder,mABHD4 FP,HTRA1 inh,NR1D1 modulator,TCR CD3 inh,LEDGF integ inh
CN1CCN(c2ccccc2NC(=O)C(Cc2ccccc2)n2cccc2)CC1 (stereo unspecified),-0.6,-1.3,-1.4,-5.5,-2.9,6.2,-5.0,5.9,10.4,-1.6
CCCCSCCCNC(=O)C1CCC(CNS(=O)(=O)c2ccc(NC(C)=O)cc2)CC1 (stereo unspecified),-2.8,6.0,2.2,0.7,-1.7,3.1,-1.6,0.3,0.5,0.3
COc1cc(/C=N/NC(=O)c2csc3c2CCCC3)cc(OC)c1O,3.5,-0.9,-0.8,0.6,-3.5,9.2,5.8,-3.0,10.6,-4.5
Cc1ccc(C(=S)N2CCN(Cc3ccccc3)CC2)cc1,-5.8,-1.9,-5.5,22.0*,2.3,0.5,-1.7,-1.1,1.8,-1.1
C=CCOC(=O)C1=C(C)NC(=S)C(C#N)(CC=C)C1c1ccccc1Cl (stereo unspecified),1.4,-0.5,0.9,-0.3,-1.6,-4.4,x,-3.1,4.7,-3.0
C/C(=N\Nc1cccc([N+](=O)[O-])c1)c1cc2ccccc2o1,2.5,0.1,1.6,0.9,-0.5,8.7,-7.8,9.6,-4.6,-2.2
CC(OC(=O)c1nsc(Cl)c1Cl)C(=O)NCc1cccs1 (stereo unspecified),-3.2,-0.2,2.5,-1.8,-0.1,7.7,1.5,2.0,-1.1,-1.7
COCCNC(=O)c1onc(CSc2ccc(F)c(F)c2)c1C(=O)NCCOC,-6.1,-2.3,3.3,0.5,0.8,-0.5,-0.9,-0.7,4.6,-0.9
CCCCNC(=O)NCCN1CCOCC1,1.7,35.4*,4.9,-1.0,-0.5,-2.8,6.0,2.1,-6.4,-4.3
CSc1ccccc1C(=O)OCC(=O)NC1CCCCCCC1,0.5,0.1,-3.1,-6.5,0.3,-2.0,-15.2,-2.2,-1.4,1.8
Cc1ccccc1N=C1SCC(=O)N1Cc1ccccc1,-1.6,-0.8,-2.8,-1.7,-0.7,-0.7,-17.1,1.4,11.4,-1.0
NC(=O)c1c(N)[nH]c(C(=O)c2ccccc2)c1-c1ccc(Cl)cc1Cl,7.2,-4.4,3.0,3.1,2.2,-2.8,x,2.0,-6.5,-1.3
O=C(NN1C(=O)C2C3CCC(O3)C2C1=O)c1ccc(Cl)cc1 (stereo unspecified),-2.8,-2.9,4.9,-2.3,2.4,5.4,1.6,-3.1,-0.1,-1.4
COc1ccc(NC(=O)c2ccc(-c3ccccc3C(F)(F)F)o2)cc1,-0.7,-1.8,-4.4,0.2,-3.1,-29.5,-51.5,4.8,3.4,-3.8
O=C(CSc1nnnn1-c1cccnc1)Nc1ccc(F)cc1F,-1.8,-1.4,5.6,-8.2,-2.8,6.2,5.7,-1.0,6.8,1.1
CC(=O)c1cccc(OCC(O)CN2CCN(S(=O)(=O)c3c(F)cccc3F)CC2)c1 (stereo unspecified),-1.8,-2.5,-1.3,2.1,-1.1,8.6,1.8,-2.5,-4.6,-0.5
COc1ccc(-n2c(C)cc(C(=O)COC(=O)c3cc(OC)c(OC)cc3NC(=O)c3cccs3)c2C)cc1,4.8,-0.9,1.6,-0.2,-1.9,-1.4,-0.8,13.9,8.5,0.1
COc1cc(/C=C/C(=O)OCC(=O)NCc2ccco2)ccc1OC(F)F,-1.9,-2.8,-0.8,-3.0,-0.3,-3.9,-4.7,-10.2,5.9,1.1
CCOC(=O)c1c(NC(=O)c2cccnc2)sc(C(C)=O)c1C,-2.8,-5.5,3.4,-4.7,0.4,-0.6,0.5,5.6,5.9,0.9
COc1ccc(/C=C/CN2CCCC(C(=O)c3ccc(OC)c(F)c3)C2)cc1 (stereo unspecified),-6.6,1.4,3.0,0.7,-1.0,-0.2,-6.9,-1.2,-4.1,-4.2
COc1ccc(C2C(C#N)=C(N)Oc3c2oc(CO)cc3=O)c(OC)c1OC (stereo unspecified),-0.2,-0.3,-0.4,3.0,1.0,2.9,-1.4,1.3,-1.6,-0.9
c1cnc(N2CC[N+]3(CCCC3)CC2)nc1,1.1,0.3,-5.5,-0.8,-0.8,5.0,-0.9,-2.3,9.7,1.1
CCn1nc(C)c(CCC(=O)O)c1C,-2.3,-0.2,1.5,1.8,0.5,-4.0,-1.6,1.1,-8.9,-8.1
CC1(C)C/C(=N\O)c2cc3c(nc2C1)CCCC3,19.7,0.3,-0.3,-1.6,0.2,-0.7,-0.3,-0.1,2.2,1.3
COc1cc(=O)[nH]c(=O)n1C(=O)Cc1ccccc1,5.9,1.2,-0.6,4.0,-0.8,-0.1,-6.4,10.9,-6.5,0.3
COc1cc(OC)cc(C(=O)N[C@H](C(=O)OCC(=O)Nc2ccc(F)c(F)c2F)C(C)C)c1,6.1,-0.3,-2.0,2.8,0.5,-5.2,24.0,3.4,-12.1,2.1
COCC(C)n1c(C)cc(C(=O)CSc2ccc(NC(C)=O)cc2)c1C (stereo unspecified),-2.4,0.1,-7.9,38.8*,-1.2,0.8,11.3,-0.1,5.0,-2.7
COc1ccc(NC(=O)COc2coc(CN3CCc4ccccc43)cc2=O)cc1,3.0,6.5,-2.4,1.2,0.7,5.0,4.4,-5.6,-5.5,0.4

This is a subset; rates above refer to the full screens.
